# Screening data (PubChem)
# Tau fluor counter: counter-screen for tau fibril formation inhibitors. tau K18 P301L Alexa594 fluorescence, heparin fibrillization. 280,000 compounds, 0.93% hits. Potency, µM (titrated, usually from 57.7 µM), for inactives: at the top dose activity change, negative = decrease. AID 1463; note: % is set by controls: 0 for no effect and ±100 for the full control effect; nearly all actives have a fitted effect of over 55% in size
#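 Human K18 P301L tau (15 uM unlabeled plus 0.24 uM Alexa 594-labeled, final) in 100 mM sodium acetate pH 7 was mixed with compound and 20 uM heparin and incubated 6 hr at 37 C.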
# HTT aggregate: mutant huntingtin aggregation inhibition; PC12 HttQ103-GFP aggregates, Acumen cytometry, 40 h; Potency, µM (highest dose often 46.1 µM), for the others: at the highest dose activity change, negative = inhibition, most hits filed as inhibitors; 220,000 compounds, 1.1% hits; AID 1688; note: % is set by controls: 0 for no effect and ±100 for the full control effect; nearly all actives have a fitted effect of over 60% in size
#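 PC12 cells stably carrying ecdysone-inducible HTT exon 1 Q103–GFP were induced with tebufenozide (100 nM final) and treated with library compounds in titration. GFP aggregates in lysates were counted by laser scanning cytometry.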
# Tau FP inhib: tau fibrillization inhibition (FP) | K18 P301L tau heparin fibrillization, Alexa594 FP, 6 h | 280,000 compounds, 0.39% hits | AID 1468 | Potency, µM (top dose mostly 57.7 µM), inactives show at the highest dose activity, negative = inhibition, usual class: inhibitors | P10636; note: % is set by controls: 0 for no effect and ±100 for the full control effect; nearly all actives have a fitted effect of over 55% in size
# Target sequence (P10636 561-689 P618L limits assumed): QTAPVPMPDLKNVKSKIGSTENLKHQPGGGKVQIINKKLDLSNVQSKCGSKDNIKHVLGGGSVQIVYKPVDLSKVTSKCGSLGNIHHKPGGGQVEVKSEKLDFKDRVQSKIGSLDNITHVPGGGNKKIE
#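 Compound effects on tau fibrillization are measured by Alexa 594 fluorescence polarization (ex 555, em 632 nm). K18 P301L tau is used at 15 uM with 0.24 uM labeled tracer, and 20 uM heparin induces aggregation over 6 hr at 37 C.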
# HTT ATP protect: protects HTT-Q103 PC12 cells, measured by ATP; PC12 HTT-Q103 induced, cytoprotection, ATP luminescence, 40 h; Potency, µM (top dose mostly 56.4 µM), inactives show cytoprotection (ATP increase), hits mostly activators; 230,000 compounds, 0.14% hits; AID 1471;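 note: % of control where 0% means no effect; nearly all actives have a fitted effect of over 45% in size; toxic huntingtin expression switched on by the ecdysone agonist tebufenozide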
#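 PC12 cells stably carrying ecdysone-inducible Htt exon 1 (Q103)–GFP were induced with 100 nM tebufenozide (final) alongside library compounds in a dose series. Cytoprotection was scored as retained ATP by ATPlite luminescence.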
# KDM4E inh: inhibitors of human JMJD2E histone demethylase | B2RXH2 | JMJD2E catalytic domain, FDH-coupled NADH fluorescence (FDH is formaldehyde dehydrogenase) | Potency, µM (top dose mostly 57.1 µM), for inactives: at the top dose activity change, negative = inhibition, most hits filed as inhibitors | 230,000 compounds, 1.6% hits | AID 2147; active = well fitted inhibition curve with a large enough effect, not every such curve was filed as active; inconclusive = small, poorly fitted or top-dose-only effect, or another doubt; inactive = no such curve, though single readings can be large or run the other way;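 note: 0% = wells with enzyme and -100% = buffer wells without enzyme; nearly all actives have a fitted effect of over 50% in size; many of its hits are not listed in these tables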
# Target sequence (B2RXH2 1-337 limits assumed): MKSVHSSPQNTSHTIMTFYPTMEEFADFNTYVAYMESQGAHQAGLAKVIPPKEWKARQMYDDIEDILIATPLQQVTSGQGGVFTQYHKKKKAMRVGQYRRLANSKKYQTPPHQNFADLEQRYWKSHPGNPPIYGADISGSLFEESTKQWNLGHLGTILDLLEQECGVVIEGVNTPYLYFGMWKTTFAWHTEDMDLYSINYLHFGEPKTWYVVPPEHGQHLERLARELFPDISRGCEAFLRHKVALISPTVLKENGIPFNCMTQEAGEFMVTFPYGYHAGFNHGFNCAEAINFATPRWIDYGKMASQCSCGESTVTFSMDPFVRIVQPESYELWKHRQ
# ALDH1A1 inh: ALDH1A1 (human) enzyme inhibition | P00352 | Purified ALDH1A1, NADH fluorescence, propionaldehyde substrate | Potency, µM (top dose mostly 75.3 µM), inactives show at the top dose activity, negative = inhibition, most hits filed as inhibitors | 220,000 compounds, 7.3% hits | AID 1030; active = well fitted inhibition curve with a large enough effect, not every such curve was filed as active; inconclusive = small, poorly fitted or top-dose-only effect, or another doubt; inactive = no such curve, though single readings can be large or run the other way;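 note: plate controls were no enzyme wells and a reference inhibitor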
# Target sequence (P00352 whole entry, looked up): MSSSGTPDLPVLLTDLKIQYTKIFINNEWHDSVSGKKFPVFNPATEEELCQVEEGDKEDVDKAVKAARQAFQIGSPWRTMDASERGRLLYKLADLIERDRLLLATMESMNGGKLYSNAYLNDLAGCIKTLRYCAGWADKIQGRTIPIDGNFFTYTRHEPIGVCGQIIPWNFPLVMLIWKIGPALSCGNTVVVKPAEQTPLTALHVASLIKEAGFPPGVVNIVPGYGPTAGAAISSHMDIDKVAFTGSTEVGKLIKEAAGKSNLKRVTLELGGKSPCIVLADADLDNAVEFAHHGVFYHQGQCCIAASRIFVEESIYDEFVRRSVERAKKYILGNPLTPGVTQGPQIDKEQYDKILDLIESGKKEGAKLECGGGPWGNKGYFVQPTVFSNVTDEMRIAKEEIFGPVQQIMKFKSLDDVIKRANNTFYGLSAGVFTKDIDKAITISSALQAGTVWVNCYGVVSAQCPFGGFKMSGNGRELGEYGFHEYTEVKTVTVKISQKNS
# Tau fibril ThT: tau fibrillization inhibition (ThT binding); 270,000 compounds, 2.1% hits; Potency, µM (titrated, usually from 57.4 µM), without a hit: at the highest dose activity, negative = inhibition, usual class: inhibitors; recombinant tau K18 P301L, heparin-induced fibrillization, ThT fluorescence; P10636; note: % is set by controls: 0 for no effect and ±100 for the full control effect; nearly all actives have a fitted effect of over 55% in size
#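 Fibril formation assay: tau K18 P301L at 15 uM with trace Alexa 594 label, heparin inducer 20 uM, pH 7 sodium acetate buffer, 37 C for 6 hr; endpoint ThT signal.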
# SMN2 splice enh: SMN2 splice variant enhancement; Potency, µM (highest dose often 46.1 µM), for inactives: top-dose activity change, positive = activation, usual class: activators; 210,000 compounds, 2.8% hits; HEK293 SMN2-luciferase splicing reporter, luminescence, 30-36 h; note: % of control where 0% means no effect; nearly all actives have a fitted effect of over 55% in size
#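 HEK293 cells carry an SMN2 minigene-luciferase reporter in which exon 7 inclusion puts luciferase in frame. Cells were seeded at 2000 cells/well, attached for 10-12 hours, then exposed to compounds for 30-36 hours at 37C before ONE-Glo luminescence.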
# An asterisk follows results filed as active; u = inconclusive; x = not tested or not shown; & = joins results of further samples; [ ] = another dose, or the depositor's remark. Unless noted, calls come from the whole dose curve; as a rule, active = well fitted curve in the direction sought with a large enough effect; inconclusive = small, poorly fitted or top-dose-only effect, or another doubt; inactive = no such curve, though single readings can be large; an effect the other way counts as inactive or inconclusive. Potency is the fitted concentration of half-maximal effect. The list is partial. The share of hits here may be higher or lower than overall.
SMILES,Tau fluor counter,HTT aggregate,Tau FP inhib,HTT ATP protect,KDM4E inh,ALDH1A1 inh,Tau fibril ThT,SMN2 splice enh
O=C(NCc1cccs1)C(=O)NCC(c1ccco1)N1CCN(c2ccccc2F)CC1 (stereo unspecified),-13%,-4%,6%,-36%[inhibitor],-4%,u,-12%,-20%
N#CC1=C(N)Oc2cc(N)ccc2C1c1ccc(F)cc1 (stereo unspecified),u,-4%,-3%,-11%,u,-13%,u,21%
O=C(COc1ccccc1)N1CCN=C1SCc1ccccc1,-16%,6%,-6%,-8%,1%,11%,-14%,-2%
Cc1ccc(NC(=O)/C(=C\C=C\c2ccccc2)NC(=O)c2ccccc2)cc1,-13%,1%,-12%,-6%[10 µM],-15%,8%,-20%,27%
O=C(NC1CCCC1)C(c1ccncc1)N(CCCN1CCOCC1)C(=O)c1ccc(-c2ccccc2)[nH]1 (stereo unspecified),-1%,-5%,8%,-36%,u,u,-9%,8%
CC1(C)C2CCC1(CS(=O)(=O)Nc1cccc(S(N)(=O)=O)c1)C(=O)C2 (stereo unspecified),-3%,-2%[9.22 µM],-3%,0%[10 µM],-11%,-3%,-2%,x
Cc1ccc(C)c(-c2cc(C(=O)Nc3cccc(C(=O)O)c3)c3ccccc3n2)c1,-2%,5%,1%,5%,10%,-9%,-1%,5%
O=C(CNC(=S)N(Cc1ccccc1F)C1CCCCC1)NCCN1CCOCC1,-4%,1%,-6%,12%,0%,1.9µM*,2%,-23%
O=C(COC(=O)CNC(=O)c1cccc([N+](=O)[O-])c1)Nc1ccccc1OC(F)F,-5%,-4%,-1%,9%[10 µM],1%,u,-2%,-13%
C=CCn1c(SCC(=O)Nc2ccccc2C)nc2sc(C)c(C)c2c1=O,-11%,-3%,-14%,-18%[1.9 µM],10%,-6%,-8%,7%
NS(=O)(=O)c1cccc(NC(=O)COC(=O)CCSc2ccccc2)c1,-6%,17%,-12%,0%[10 µM],-10%,u,-1%,-4%
COc1cc(C2CC(=O)Nc3ccc4ccccc4c32)ccc1OC(=O)C(C)C (stereo unspecified),-14%,x,4%,x,x,x,-6%,4%
CCOC(=O)c1c(C)oc2ccc(N(C(=O)c3ccncc3)S(=O)(=O)c3ccc(F)cc3)cc12,-19%,x,-4%,x,x,x,u,-18%
CC(C)OC(=O)c1cccc(C(=O)Nc2cccc(NC(=O)c3cccc(C(=O)OC(C)C)n3)n2)n1,-8%,1%,11%,-28%,7%,u,-3%,9%
CCc1ccc(-n2nnc(-c3nsc(NC(=O)c4ccccc4Cl)n3)c2C)cc1,-6%,x,-12%,x,x,x,u,-14%
CC1CCc2c(sc(NC(=S)NC(=O)c3ccccc3)c2C#N)C1 (stereo unspecified),-21%,6%[9.22 µM],3%,13%[10 µM],-27%,x,u,x
N#C/C(=C(/O)COc1ccc(Cl)cc1)c1nc2ccccc2s1,u,u,u,-63%,u,u,u,-15%
S=C(Nc1ccccc1)Nc1nc2ccccc2n1CCOc1ccc(Cl)cc1,-28%,u,7%,43%[10 µM],-19%,u,1%,-5%[1.84 µM]
CCCCC(=O)Nc1nc(C)c(-c2csc(Nc3cc(Cl)ccc3OC)n2)s1,u,25%,-4%,-43%[inhibitor],u,10µM*,u,3%
COC(=O)c1c(N)sc2c1CCN(c1ncc(C(F)(F)F)cc1Cl)C2,u,u,16%,3%,u,u,u,-52%[inhibitor]
COc1cc(C2N(c3ccccc3)CCN2c2ccccc2)ccc1OC(C)=O,-2%,-4%,2%,-17%,-4%,1%,-6%,-7%
Cc1oc(-c2ccccc2)cc1C(=O)Nc1ccc2ccccc2c1,8%,0%,0%,-2%,-5%,32µM*,-1%,-16%
CC1Cc2cc(/C(O)=C3/C(=O)C(=O)N(CCCn4ccnc4)C3c3ccco3)ccc2O1 (stereo unspecified),5%,0%,3%,-20%,1%,u,-4%,-14%
Cc1ccc(CNCc2ccccc2Cl)s1,-16%,x,-4%,x,x,x,-12%,-4%
COc1ccc2cc(C(c3nnnn3C3CCCC3)N3CCCCCC3)c3nnnn3c2c1 (stereo unspecified),-3%,-6%,-7%,28%[10 µM],-9%,u,-6%,0%

# Reprinted from the part before: 2 entries; new compounds follow.
SMILES,Tau fluor counter,HTT aggregate,Tau FP inhib,HTT ATP protect,KDM4E inh,ALDH1A1 inh,Tau fibril ThT,SMN2 splice enh
Cc1ccc(CNCc2ccccc2Cl)s1,-16%,x,-4%,x,x,x,-12%,-4%
COc1ccc2cc(C(c3nnnn3C3CCCC3)N3CCCCCC3)c3nnnn3c2c1 (stereo unspecified),-3%,-6%,-7%,28%[10 µM],-9%,u,-6%,0%
Cc1ccsc1CN(C(=O)c1oc2ccc(Br)cc2c1C)C1CCS(=O)(=O)C1 (stereo unspecified),-20%,x,u,x,x,x,-9%,-39%[inhibitor]
CCOc1cccc(CNc2ccc(O)cc2)c1OCc1ccccc1Cl,10µM*[quencher],-2%,11µM*,13%[10 µM],0%,u,28µM*,-14%&-1%
O=C(CSc1n[nH]c(=O)[nH]c1=O)NC1CC1,-8%,-9%,-6%,-21%,1%,3%,-5%,1%
CC(C)C1Cc2c(sc3c2c(=O)n(-c2ccccc2)c2n[nH]c(=S)n32)CO1 (stereo unspecified),-15%,-16%[9.22 µM],3%,-11%[10 µM],0%,x,x,x
CCN(C(=O)CCS(=O)(=O)c1ccc(Br)cc1)c1ccc2c(c1)OCO2,3%,7%,14%,2%,-2%,16µM*,2%,21%
N/C(=N\OC(=O)c1ccc(Cl)cc1)c1[nH]ncc1Br,-10%,-41%[9.22 µM],0%,-11%[10 µM],1%,x,x,x
Cn1nc(C(F)(F)F)cc1-c1ccc(/C=C(\C#N)C(=O)c2cccc(C(F)(F)F)c2)s1,-24%,21%[9.22 µM],6%,10%[10 µM],-18%,1%,u,x
CC1(C)CC2(CCO1)C(Nc1ccccc1)=NC(=S)N2CC(N)=O (stereo unspecified),-8%,-3%[9.22 µM],-4%,8%[10 µM],-7%,0%,-4%,x
CCn1cc(Cl)c(C(=O)Nc2ccccc2C(N)=O)n1,-3%,0%,1%,-65%[inhibitor],-6%,13%,-2%,27%
O=C(OCn1ncc(Cl)c(Cl)c1=O)c1ccccc1Cl,-14%,u,-20%,3%,1%,2µM*,14µM*,-85%[inhibitor]
COc1ccccc1C(=O)N/N=C(\C)CC(=O)Nc1ccc(Cl)cn1,-14%,0%[9.22 µM],-3%,-12%[10 µM],x,x,u,x
CC1CCCC(C)N1c1nnc(NC(=O)c2cc(-c3ccc(Br)cc3)on2)s1 (stereo unspecified),-27%,4%,2%,-29%,2%,u,u,-49%[inhibitor]
C/C(CCN1CCCCc2nc(C)c(C)cc21)=N\O[C@@H](C)c1cn([C@@H]2COC[C@@H]2O)nn1,-1%[11.6 µM],x,4%[11.6 µM],-32%[inhibitor][10 µM],x,4%[13.5 µM],-7%[11.5 µM],x
CCCOC(=O)c1ccc(NC(=O)C(CC)CC)cc1,-8%,0%,1%,13%[0.074 µM],-24%,u,5%,u
COc1ccc(C)cc1NC(=O)C1CCCN(S(=O)(=O)c2cnc[nH]2)C1 (stereo unspecified),-11%,-10%,-7%,-34%,-1%,16%,-5%,-19%
O=C(COC(=O)CCc1nc2ccccc2n1-c1ccccc1)Nc1cccc(Cl)c1,u,-2%,u,-10%[10 µM],-7%,-4%,-11%,-24%
CCOC(=O)c1ccc(NC(=S)NCc2ccco2)cc1,-27%,6%[9.22 µM],-17%,14%[10 µM],5%,x,-11%,x
CCC(Oc1ccc(F)cc1)C(=O)Nc1c(C(=O)c2ccc(C)cc2)oc2ccccc12 (stereo unspecified),-15%,x,u,x,x,x,-8%,5%
Cc1oc(-c2ccc(F)cc2)cc1-c1nn2c(-c3ccoc3C)nnc2s1,-6%,-2%,2%,-18%[0.074 µM],-3%,u,u,-11%
CN1CCN(NC(=O)CN2C(=O)S/C(=C\c3c(Cl)cccc3Cl)C2=O)CC1,-5%,-6%[9.22 µM],2%,10%[10 µM],-6%,-3%,-2%,x
Cc1cccc2cc(C(c3nnnn3CC3CCCO3)N3CCCC4(CCCCC4)C3)c(=O)[nH]c12 (stereo unspecified),-3%,-17%,-3%,-16%,-5%,u,-10%,u
O=C(Nc1cccc(Cl)c1)c1csc(-c2ccccc2)n1,u,-1%,-17%,-22%[10 µM],u,u,-12%,u
COc1ccc(OC)c(Cc2nnc(CCC(=O)NC3CCCCCCC3)o2)c1,-8%,5%[9.22 µM],5%,-8%[10 µM],-5%,-9%,-13%,8%
CC(CO)(CO)NC(=O)c1ccc(=O)[nH]n1,-10%,11%[9.22 µM],-5%,11%[10 µM],3%,x,-9%,x
COC(=O)C1CCN(S(=O)(=O)Cc2ccccc2)CC1,-7%,19%,-6%,-2%[10 µM],-24%,u,u,43%
SMILES,Tau fluor counter,HTT aggregate,Tau FP inhib,HTT ATP protect,KDM4E inh,ALDH1A1 inh,Tau fibril ThT,SMN2 splice enh
CCn1cc([N+](=O)[O-])c(C(=O)N2N=C(c3ccc(OC)cc3OC)CC2c2ccccc2O)n1 (stereo unspecified),0%,10%,-1%,x,6%,4%,-5%,u
CCc1ccc(NC(=O)c2ccc(Cn3cc([N+](=O)[O-])cn3)cc2)cc1,-12%,19%,-11%,3%[0.074 µM],3%,13%,2%,-21%
COC(=O)C(C(=O)OC)C(C[N+](=O)[O-])c1ccc(OC)cc1 (stereo unspecified),1%,18%,4%,15%,-5%,8%,-16%,-3%
CCn1c(SCC(=O)N2CCCC2)nc2c1c(=O)n(C)c(=O)n2C,-2%,-9%,1%,-2%[10 µM],1%,-6%,-4%,13%
CS(=O)(=O)N(CC(=O)Nc1ccccc1C(=O)N1CCOCC1)c1ccccc1,3%,-11%,6%,15%[1.9 µM],-1%,-5%,-5%,-4%
CCOCC(=O)Nc1nnc(COCC)s1,3%,-24%,4%,-5%,-2%,u,1%,u
COc1ccc2c(c1)C(=O)[C@H](OC(=O)NCCOc1ccccc1)[C@@H](c1ccc(OC)c(Br)c1)O2,-20%,x,-3%,-10%,u,u,-10%,10%
CCOC(=O)NC1(C(F)(F)F)NC(=O)N(C2CCCCC2)C1=O (stereo unspecified),-7%,3%,-2%,4%[10 µM],-4%,6%,-2%,-1%
